From PubChem BioAssay
HBB splicing: hemoglobin beta splicing modulation | HBB splicing reporter cell assay, activation; EGFP reporter with mutant IVS2-654 intron; response scale: normalised to 500 nM splice-correcting PNA | Potency, µM (top dose mostly 46.1 µM), for the others: at the top dose activation, usual class: activators | actives 0.06% (n = 65,000) | AID 925; also: potency is read from the fitted curve at half-maximal effect; 0% is about no effect
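Compounds were applied for 2 days to HeLa EGFP-654 cells, 500/well in Optimem with 2% FCS. The reporter's EGFP is disrupted by mis-splicing of beta-globin intron IVS2-654. Readout: summed well GFP fluorescence from 488 nm laser scanning; reference was 500 nM antisense […] 654 PNA.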
Rhodamine fluor: rhodamine region autofluorescence | max dye-equivalent concentration, M | actives 0.05% (n = 59,000) | Rhodamine-region fluorescence, 547/598 nm, Tris buffer; stronger effect = higher value; in the data active = max dye-equivalent concentration above about 11 nM; inconclusive = between about 1.1 nM and that limit
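Read-out is relative fluorescence at 547 nm excitation and 598 nm emission, expressed as dye-equivalent concentration using rhodamine standards on every plate. Each compound was profiled across a concentration series after 15 min in 100 mM Tris, pH 8.0.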
Epigenetic mod: epigenetic modulators derepressing GFP locus in mouse cells | mouse C127i GFP locus derepression, cytometry, 30 h | Potency, µM (doses to about 46.1 µM), without a hit: at the top dose GFP derepression (activation) | actives 0.09% (n = 68,000) | AID 597; also: % of control where 0% means no effect
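Derepression screen: silenced CMV-GFP reporter in murine C127i cells, 30 h compound incubation at 37 C, washed cells imaged by laser-scanning cytometer to enumerate GFP-expressing objects of 20 to 120 um.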
4MU fluor: 4-MU region autofluorescence. compound autofluorescence, 340/450 nm, 4-MU equivalents; stronger effect = higher value. max dye-equivalent concentration, M. actives 11% (n = 59,000). AID 589; in the data active = max dye-equivalent concentration above about 10 nM; inconclusive = mostly about 1.1 nM to 9.6 nM
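Compounds in 100 mM Tris, pH 8.0, sat 15 min at room temperature before fluorescence was read at 340 nm excitation/450 nm emission; a per-plate six-point 4-MU standard curve converted signals to dye-equivalent concentration at each compound concentration.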
UbGFP stabilizer: inhibits proteasome, raising ubiquitin-GFP reporter fluorescence; Ubiquitin-GFP reporter cells, proteasome inhibition, GFP fluorescence; response scale: untreated = 0%, 10 µM MG-132 = 100%; Potency, µM (titrated, usually from 45.9 µM), without a hit: at the highest dose activation (GFP accumulation), usual class: activators; 67,000 tested, under 10 active; active = well fitted activation curve with a large enough effect, not every such curve was filed as active; inconclusive = small, poorly fitted or top-dose-only effect, or another doubt; inactive = no such curve, though single readings can be large or run the other way; also: potency is read from the fitted curve at half-maximal effect
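Reporter cells (U2OS, ubiquitin-G76V-GFP fusion) are plated overnight, then treated 4 hr at 37 °C with compound titrations from 46 uM down to 2.9 nM. Activity is scaled against untreated cells and 10 uM MG-132.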
HADH2 inhib: HADH2 (human) dehydrogenase inhibition; Q99714; recombinant HADH2, NADH fluorescence, beta-hydroxybutyryl-CoA; Potency, µM (series often up to 57.1 µM), inactives show at the top dose activity change, negative = inhibition, actives largely listed as inhibitors; actives 3.4% (n = 73,000); AID 886; also: potency is read from the fitted curve at half-maximal effect; % is scaled to controls: 0 for no effect and ±100 for the full control effect; nearly all actives have a fitted effect of over 60% in size; many of its hits are not listed in these tables
Target sequence (Q99714 whole entry, looked up, one chain of several): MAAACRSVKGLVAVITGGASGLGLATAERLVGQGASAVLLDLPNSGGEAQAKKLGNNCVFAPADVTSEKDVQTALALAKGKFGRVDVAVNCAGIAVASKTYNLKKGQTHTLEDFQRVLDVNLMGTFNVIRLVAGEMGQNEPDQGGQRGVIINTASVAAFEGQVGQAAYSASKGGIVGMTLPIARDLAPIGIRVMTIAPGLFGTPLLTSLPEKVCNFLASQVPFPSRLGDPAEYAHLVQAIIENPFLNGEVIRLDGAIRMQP
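His-tagged recombinant enzyme from E. coli, 20 nM, preincubated 15 min RT with compound; reaction started with 1 mM NAD+ and 90 uM beta-hydroxybutyryl-CoA in 100 mM Tris-HCl pH 9.0. NADH fluorescence (ex 360/em 450) read over 4 min; last-minus-first difference.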
TexasRed autofl: compound fluoresces in the Texas Red spectral region | max dye-equivalent concentration, M | AID 587 | actives 0.06% (n = 59,000) | Compound fluorescence, Texas Red channel, 547/618 nm; stronger effect = higher value; in the data active = max dye-equivalent concentration above about 10 nM; inconclusive = between about 1.1 nM and that limit
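Compound fluorescence was read after 15 min at room temperature in 100 mM Tris, pH 8.0, using 547 nm excitation and 618 nm emission across a concentration series. It was expressed as Texas Red dye-equivalent concentration from an on-plate standard curve.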
Fluorescein autfl: compound fluoresces in the fluorescein spectral region | max fluorescein-equivalent concentration, M | AID 593 | Compound autofluorescence, 480/540 nm, fluorescein-equivalent; stronger effect = higher value | actives 0.91% (n = 59,000); in the data active = max fluorescein-equivalent concentration above about 10 nM; inconclusive = between about 1.1 nM and that limit
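Values reflect compound autofluorescence, normalized to fluorescein on the same plate and reported at each tested concentration. Conditions: 100 mM Tris pH 8.0, room temperature, 15 min, excitation 480 nm, emission 540 nm.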
Hsp90 Hop PPI: changes Hsp90-Hop TPR2A binding signal, up or down | AlphaScreen TPR2A-His6 binding biotin-Hsp90 C-terminal peptide | Potency, µM (series often up to 57 µM), without a hit: at the top dose activity change, negative = inhibition | actives 0.44% (n = 71,000) | AID 595; active = well fitted curve in either direction with a large enough effect; inconclusive = small, poorly fitted or top-dose-only effect, or another doubt; also: potency is read from the fitted curve at half-maximal effect; % is scaled to controls: 0 for no effect and ±100 for the full control effect; many of its hits are not listed in these tables
Pol III holo inh: inhibitors of bacterial DNA polymerase III holoenzyme. reconstituted DNA polymerase III holoenzyme replication, biochemical. Potency, µM (highest dose often 57.1 µM), for the others: top-dose activity change, negative = inhibition. actives 0.25% (n = 71,000). AID 603; also: potency is read from the fitted curve at half-maximal effect; % is scaled to controls: 0 for no effect and ±100 for the full control effect
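Reconstituted *E. coli* holoenzyme (0.35 nM Pol III, 1 nM beta, 154 nM SSB, 2 nM primase) was preincubated with compound for 15 min at RT. Synthesis on 1.4 nM ssM13Gori ran 35 min, then was stopped with PicoGreen/EDTA and read as dsDNA fluorescence.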
ALOX15 inhib: inhibitors of human 15-lipoxygenase (ALOX15) | P16050 | purified 15hLO-1, xylenol orange hydroperoxide absorbance | Potency, µM (titrated, usually from 57.1 µM), inactives show top-dose activity change, negative = inhibition, hits mostly inhibitors | actives 1.4% (n = 74,000) | AID 887; also: potency is read from the fitted curve at half-maximal effect; % is scaled to controls: 0 for no effect and ±100 for the full control effect; nearly all actives have a fitted effect of over 55% in size
Target sequence (P16050 whole entry, looked up): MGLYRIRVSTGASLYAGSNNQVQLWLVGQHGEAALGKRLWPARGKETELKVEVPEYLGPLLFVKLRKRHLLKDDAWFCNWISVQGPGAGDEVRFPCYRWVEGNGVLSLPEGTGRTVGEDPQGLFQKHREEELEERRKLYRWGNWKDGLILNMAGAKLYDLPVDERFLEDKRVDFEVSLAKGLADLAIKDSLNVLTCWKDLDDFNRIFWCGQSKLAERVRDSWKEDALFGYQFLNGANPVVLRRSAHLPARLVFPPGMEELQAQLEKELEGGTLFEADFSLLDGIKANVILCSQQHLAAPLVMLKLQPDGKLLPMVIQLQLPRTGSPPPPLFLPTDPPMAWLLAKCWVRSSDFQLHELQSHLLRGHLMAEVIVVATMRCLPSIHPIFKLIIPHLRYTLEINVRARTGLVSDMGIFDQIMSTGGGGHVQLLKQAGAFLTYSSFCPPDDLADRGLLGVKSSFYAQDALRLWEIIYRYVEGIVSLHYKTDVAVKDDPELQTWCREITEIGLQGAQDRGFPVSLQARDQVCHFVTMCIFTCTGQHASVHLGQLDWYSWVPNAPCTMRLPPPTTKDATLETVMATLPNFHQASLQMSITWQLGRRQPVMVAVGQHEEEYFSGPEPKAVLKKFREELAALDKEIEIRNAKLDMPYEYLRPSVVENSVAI
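40 nM 15hLO-1 + cpd, 15 min RT; start w/ 50 uM AA (final), 6 min RT; stop/detect w/ 200 uM XO + 300 uM Fe(II) in 50 mM H2SO4, 30 min; A573/A405. Buffer 25 mM Hepes pH 7.5, 0.01% Triton X-100. No-enzyme wells as negative control.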
Starred values were filed as active, the others as inactive; i = inactive; ? = inconclusive; . = no result given; [ ] = another dose, or the depositor's remark. Unless noted, calls follow the shape of the dose curve; as a rule, active = well fitted curve in the direction sought with a large enough effect; inconclusive = small, poorly fitted or top-dose-only effect, or another doubt; inactive = no such curve, though single readings can be large; an effect the other way counts as inactive or inconclusive.

SMILES	HBB splicing	Rhodamine fluor	Epigenetic mod	4MU fluor	UbGFP stabilizer	HADH2 inhib	TexasRed autofl	Fluorescein autfl	Hsp90 Hop PPI	Pol III holo inh	ALOX15 inhib
Cn1c(=O)c(CCc2ccccc2)nc2cnc(Oc3ccccc3)nc21	0.5%	i	8%[9.22 µM]	?	1%	3%	i	i	6%	3%	-14%
Cc1ccc(NCc2nnc(SCC(=O)Nc3ccccc3)n2CC2CCCO2)c(C)c1 (stereo unspecified)	0.8%[57.5 µM]	i	8%	i	-2%	12%	?	i	-11%	-4%	-17%
Cc1ccc2oc(-c3ccco3)nc2c1	0.2%[0.369 µM]	i	-2%	i	.	?	i	i	1%	-6%	-20%
CCOCCCNS(=O)(=O)c1ccc2c(c1)CCN2C(C)=O	-1.8%	i	0%	i	-7%	2%	i	i	3%	1%	0%
CCN(CC)c1nc(C#N)cc(-c2ccc(OC)cc2)n1	7.2%[1.84 µM]	i	-2%	1e-07M*	0%	32µM*	i	?	25µM*	-1%	-17%
O=C(Nc1ccc2nc(-c3cccs3)[nH]c2c1)c1cccs1	3.3%	i	0%	?	-1%	-11%	i	i	-6%	0%	-10%
COC(=O)c1ccc(N2C(=O)CC(N3CCN(C(=O)c4ccco4)CC3)C2=O)cc1 (stereo unspecified)	.	i	-3%[20.6 µM]	i	.	.	i	i	.	.	.
COc1cc(OC)c(OC)cc1CN1CCN(c2ccccc2OC)CC1	-1.1%	i	9%	i	2%	3%	?	i	-5%	-7%	-8%
COc1ccccc1N1CCN(C(=O)CCCC2=NS(=O)(=O)c3ccccc3N2)CC1	-0.3%	.	.	.	3%	4%	.	.	-4%[2.3 µM]	0%	-3%
Cc1cc(N2CC34C=CC(O3)C(C(=O)O)C4C2=O)no1 (stereo unspecified)	-4.0%	i	1%	i	0%	-14%	i	i	0%	-2%	2%
CCOC(=O)c1cc2sccc2n1CCCN1C(=O)c2ccccc2C1=O	.	i	-5%	i	0%	-2%	i	i	?	4%	-5%
CCn1ncc(Br)c1C(=O)Nc1nccs1	0.7%	i	-3%	?	0%	-3%	i	i	-1%	-8%	-1%
O=C(C1Cc2ccccc2O1)N1CCCCC1 (stereo unspecified)	-4.3%[0.0738 µM]	.	-2%	.	4%[9.17 µM]	-2%[11.4 µM]	.	.	-5%[11 µM]	-2%[11.4 µM]	5%[11.4 µM]
CCOc1ccc(N(CC(=O)NC2CCCCC2)S(=O)(=O)c2c(C)noc2C)cc1	-0.2%	.	-5%	.	-4%	7%	.	.	-2%	2%	1%
CC(=O)N1CC2(C)CN(C(C)=O)CC(C)(C1)C2=O	-0.1%[9.22 µM]	.	0%	.	6%	6%	.	.	0%	-9%	4%
Cc1noc(C)c1-c1nc(NC2CCNCC2)c2ccccc2n1	0.2%	i	0%[9.22 µM]	i	2%	-9%	i	i	-2%	-8%	8%
CCN(CC)C(=O)CSC(=Nc1ccccc1F)NC#N	0.1%	i	-3%	i	7%	-8%	i	i	-1%	-3%	2%
Brc1ccc2[nH]c3nc(SCCN4CCOCC4)nnc3c2c1	-0.6%	i	0%	i	6%	-22%	i	i	-3%	-1%	-11%
CCOC(=O)N1CCC(NC(=O)CCC(=O)N2CC(C)Oc3ccc(Cl)cc32)CC1 (stereo unspecified)	2.1%	i	6%	i	-4%	-5%	?	i	2%	-6%	1%
Cc1cccc(-c2cc3nc4c(c(N5CCCC(O)C5)n3n2)CCC4)c1 (stereo unspecified)	0.1%[57.5 µM]	i	-2%	?	7%	-3%	i	i	2%	-4%	2%
O=C1CCCC(O)=C1C=NCCc1ccccc1	-3.4%	.	2%	.	-11%	-1%	.	.	-3%	5%	-2%
CC(C)c1nc(-c2ccccn2)no1	0.7%[0.369 µM]	i	-2%	i	.	-7%	i	i	-1%	1%	8%
CC(=O)N1CCC2(CC1)CN(Cc1ccccc1)C2	4.2%	i	26%[9.22 µM]	i	-4%	-3%	i	?	1%	-4%	-1%
COC(=O)c1[nH]c2ccccc2c1NC(=O)CN1CCN(C(=O)c2ccco2)CC1	-1.3%[57.5 µM]	i	0%	i	2%	-5%	i	i	2%	-3%	2%
CC(=O)c1cccc(NC(=O)CC2SC(N3CCCCC3)=NC2=O)c1 (stereo unspecified)	0.1%	i	1%	i	0%	-3%	?	i	-3%	5%	14%
N#Cc1nc(COc2ccc(Cl)cc2)oc1N1CCN(Cc2ccccc2)CC1	.	i	0%[20.6 µM]	i	.	.	i	i	.	.	.
CS(=O)(=O)N1CCN(c2ccccc2NC(=O)Cc2ccccc2)CC1	-0.2%	i	-2%	i	1%	10%	i	?	-3%	-9%	-9%
CCCS(=O)(=O)N1CCC(C(=O)NCCc2ccc(C)cc2)CC1	-0.9%	i	2%	i	-4%	5%	?	i	-4%	-2%	6%
O=S(=O)(c1ccc2c(c1)nc1n2CCC1)N1CCOCC1	1.6%	i	0%	2.9e-08M*	-5%	-1%	i	i	-3%	-9%	13%
COC(=O)c1sc(=S)sc1C(=O)OC	-0.2%[57.5 µM]	i	-2%	i	-2%	?	?	i	-1%	3%	-29%
Cc1occc1-c1nnc(SCC(=O)NCC2CCCO2)n1C (stereo unspecified)	.	i	-2%	i	-2%	0%	i	i	2%	-1%	4%
CCCn1c(=O)c(C(=O)Nc2c(C)n(C)n(-c3ccccc3)c2=O)c(O)c2ccccc21	-1.5%	i	-1%	i	1%	0%	i	i	-3%	-1%	-5%
O=C1CCC(=O)N1CCCCCc1nc(-c2ccccc2)no1	0.2%	i	-3%	i	1%	0%	i	i	1%	-6%	5%
CCCc1nc(N2CCN(C)CC2)c2sc(=S)n(-c3ccccc3)c2n1	0.1%	.	3%	.	4%	6%	.	.	-5%	5%	8%
O=C(CN1CCOc2ccccc21)N1CCCC1	-0.7%	.	7%	.	-9%	5%	.	.	-4%	-1%	-1%
Cc1cccc(OCCCC(=O)Nc2ccc(S(=O)(=O)Nc3onc(C)c3C)cc2)c1	0.2%[57.5 µM]	i	1%	i	-1%	14%	i	i	-3%	-3%	8%
CCN(CC(=O)Nc1ccc2c(c1)OCCO2)Cc1cc(=O)oc2c(C)c(C)ccc12	-1.8%	i	-1%	i	-1%	3%	i	?	-3%	-4%	?
CCS(=O)(=O)NCc1cn2c(C)csc2n1	-0.4%	i	-6%	i	5%	8%	i	i	-6%	-3%	1%
COC(=O)CSc1nnc(-c2ccc(S(=O)(=O)N3CCC(C)CC3)cc2)o1	.	i	1%	i	-1%	13%	?	i	0%	-4%	4%
CCn1c(SCC(=O)Nc2cccc(C)n2)nnc1-c1ccco1	.	i	1%	i	1%	-2%	i	?	-2%	-7%	2%
CCCOc1ccc(/C(O)=C2/C(=O)C(=O)N(CCOC)C2c2cccnc2)cc1 (stereo unspecified)	2.9%[0.369 µM]	i	0%	i	.	-5%	i	?	-5%	-7%	5%
CCCCOC(=O)CCc1n[nH]c(=O)[nH]c1=O	-5.2%	.	10%	.	9%	-2%	.	.	-1%	3%	4%
O=C(O)CN(CCN(CC(=O)O)CC(=O)O)CC(=O)O.[Mn]	5.4%[9.22 µM]	i	3%[9.22 µM]	i	-2%[9.17 µM]	11%[11.4 µM]	?	i	?	-5%[11.4 µM]	15%[11.4 µM]
CCCCOc1ccc(C(=O)Nc2ccncc2)cc1	-0.5%	i	-3%	i	-3%	6%	i	i	-2%	-3%	8%
Fc1ccc2[nH]c3c(N4CCN(C5CCCCC5)CC4)ncnc3c2c1	1.7%[1.84 µM]	i	-2%	5.9e-08M*	7%	18%	i	i	1%	-5%	4%

Shown as a hit in 4MU fluor, of those listed so far:
canonical_smiles	Rhodamine fluor	Epigenetic mod	4MU fluor	UbGFP stabilizer	HADH2 inhib	TexasRed autofl	Hsp90 Hop PPI	Pol III holo inh	ALOX15 inhib
CCN(CC)c1nc(C#N)cc(-c2ccc(OC)cc2)n1	i	-2%	1e-07M*	0%	32µM*	i	25µM*	-1%	-17%
O=S(=O)(c1ccc2c(c1)nc1n2CCC1)N1CCOCC1	i	0%	2.9e-08M*	-5%	-1%	i	-3%	-9%	13%
Fc1ccc2[nH]c3c(N4CCN(C5CCCCC5)CC4)ncnc3c2c1	i	-2%	5.9e-08M*	7%	18%	i	1%	-5%	4%

The list is partial; rates above refer to the full screens.
